Assay outcomes as filed in PubChem.
IMPase cell inh = qHTS Assay for Identifying the Cell-Membrane Permeable IMPase Inhibitors | Inositol monophosphatase 1 (Rattus norvegicus), P97697 | CHO-M1 cells, IP1 accumulation, HTRF TR-FRET ratio | inhibition (IP1 accumulation), % at 46.1 µM | 120,000 tested, under 10 active; active means well fitted curve in the direction sought with a large enough effect in the signal ratio, not every such curve was filed as active; inconclusive means small, poorly fitted or top-dose-only effect, or a change in a side signal; inactive means no such curve, though single readings can be large or run the other way; the % refers to the signal ratio;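 further: cells stimulated with carbachol in lithium chloride buffer; plate controls were DMSO basal wells for no effect and reference inhibitor wells for full effect; higher means more IMPase inhibition seen as more IP1 and lower FRET ratio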
Target sequence (P97697 whole entry, looked up): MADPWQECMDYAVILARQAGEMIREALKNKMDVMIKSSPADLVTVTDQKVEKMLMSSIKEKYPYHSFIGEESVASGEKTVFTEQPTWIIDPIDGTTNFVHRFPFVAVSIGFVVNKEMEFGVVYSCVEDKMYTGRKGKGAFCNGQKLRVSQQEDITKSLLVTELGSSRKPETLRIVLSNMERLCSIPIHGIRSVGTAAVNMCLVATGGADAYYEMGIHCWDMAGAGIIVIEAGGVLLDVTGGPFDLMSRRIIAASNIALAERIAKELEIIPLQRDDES
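The IP-One HTRF competitive assay in carbachol-stimulated CHO-M1 cells quantifies cellular IP1. Compounds spanned up to 46 uM final, and activity is expressed as AC50 from concentration-response fits of the ratio and donor data.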
PNC assembly inh = High Content Assay for Compounds that inhibit the Assembly of the Perinucleolar Compartment. PC3M PTB-GFP, PNC prevalence imaging, 16 h; stronger effect = lower value. activity change (PNC), negative = inhibition, % at 10 µM. hit rate 3.1% among 140,000. AID 2417, 2010;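 active means readout at or below -70, meaning at least 70% loss of cells showing the perinucleolar compartment, a nuclear body marking cancer cells; inconclusive means readout between -30 and a set limit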;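 further: plate controls were DMSO wells for no effect and camptothecin positive control wells for full effect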
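Read-out is percentage of cells bearing a perinucleolar compartment, from automated 20x imaging of fixed, Hoechst-stained PC3M PTB-GFP cells. Cells were seeded 4 h, then exposed 16 h to compound (23 nl of library stock) in duplicate plates.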
15-hLO-2 inh = qHTS Assay for Inhibitors of 15-hLO-2 (15-human lipoxygenase 2). hit rate 0.56% among 110,000. purified 15hLO-2, xylenol orange hydroperoxide absorbance. AID 881, 2007. Polyunsaturated fatty acid lipoxygenase ALOX15B (Homo sapiens), O15296. Potency, µM (titrated, usually from 57.1 µM), for the others: at the highest dose activity change, negative = inhibition, most hits filed as inhibitors; further: potency means the concentration at half of the fitted maximal effect; nearly all actives have a fitted effect of over 60% in size; many of its hits are not listed in these tables
Target sequence (O15296 whole entry, looked up): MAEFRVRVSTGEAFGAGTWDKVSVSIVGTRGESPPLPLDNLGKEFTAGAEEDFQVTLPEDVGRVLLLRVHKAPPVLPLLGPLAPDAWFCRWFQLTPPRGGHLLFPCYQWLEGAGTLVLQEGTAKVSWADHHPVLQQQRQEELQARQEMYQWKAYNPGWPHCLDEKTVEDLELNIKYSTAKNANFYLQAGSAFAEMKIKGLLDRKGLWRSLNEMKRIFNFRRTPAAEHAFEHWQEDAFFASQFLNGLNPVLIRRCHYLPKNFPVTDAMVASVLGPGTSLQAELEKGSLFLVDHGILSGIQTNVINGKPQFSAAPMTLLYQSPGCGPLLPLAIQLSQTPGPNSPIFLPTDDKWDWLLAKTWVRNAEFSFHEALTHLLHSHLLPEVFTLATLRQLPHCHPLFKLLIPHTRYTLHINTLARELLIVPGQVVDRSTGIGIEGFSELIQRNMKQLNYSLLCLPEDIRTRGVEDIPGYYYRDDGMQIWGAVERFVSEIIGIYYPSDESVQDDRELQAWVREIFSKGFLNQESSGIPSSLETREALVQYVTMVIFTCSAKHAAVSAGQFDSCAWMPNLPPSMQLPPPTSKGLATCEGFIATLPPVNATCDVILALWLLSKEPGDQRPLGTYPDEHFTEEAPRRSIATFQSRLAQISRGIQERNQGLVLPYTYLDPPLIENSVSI
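Enzyme 50 nM, AA 45 uM, 25 mM Hepes pH 7.5 + 0.01% Triton X-100; cpd preinc 15 min RT, rxn 90 min RT; stop/detect with 200 uM XO + 300 uM Fe(II) in 50 mM H2SO4, 30 min; A573/A405.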
ALOX12 inhib = qHTS Assay for Inhibitors of 12-hLO (12-human lipoxygenase) | Polyunsaturated fatty acid lipoxygenase ALOX12 (Homo sapiens), P18054 | purified 12-hLO, xylenol orange hydroperoxide absorbance | Potency, µM (top dose mostly 57.1 µM), for inactives: top-dose activity change, negative = inhibition, most hits filed as inhibitors | hit rate 0.12% among 150,000; further: potency means the concentration at half of the fitted maximal effect; nearly all actives have a fitted effect of over 55% in size; many of its hits are not listed in these tables
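Hydroperoxide formation by human 12-lipoxygenase from 40 uM arachidonic acid was followed colorimetrically via ferric-xylenol orange complex, using the 573/405 nm absorbance ratio. Enzyme concentration was 150 nM, with 30 min reaction at room temperature.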
Numbers without * were called inactive; ? = inconclusive; / = not tested or not shown; [ ] = dose if it differs, or a comment. Unless noted, the call rests on the fitted dose curve; in most records, active means well fitted curve in the direction sought with a large enough effect; inconclusive means small, poorly fitted or top-dose-only effect, or another doubt; inactive means no such curve, though single readings can be large; an effect the other way counts as inactive or inconclusive. Unless noted, on the % scale 0 is the no-effect control and ±100 the full control effect. An excerpt (hit frequency here may not be typical).

Compound	IMPase cell inh	PNC assembly inh	15-hLO-2 inh	ALOX12 inhib
Brc1ccc(-n2c(SCc3nc4ccccc4[nH]3)nnc2-c2ccncc2)cc1	?	-6	/	-1%
Cc1nnc(C)n1/N=C/c1ccc(-c2ccccc2)cc1	-5	-26	24%	3%
Cc1ccc2cc(C(c3nnnn3C3CCCC3)N(Cc3ccccc3)Cc3ccco3)c(=O)[nH]c2c1 (configuration not stated)	4	-30	10%	-9%
O=C(O)CSc1nc(-c2ccccc2)nc2c1oc1ccccc12	1	1	-15%	-5%
COc1ccc(NC(=S)N2CCN(C/C=C/c3ccccc3)CC2)cc1OC	-1	18	5%	-8%
CN1CCCC1CCO[C@@](C)(c1ccccc1)c1ccc(Cl)cc1 (some centres not stated)	/	/	36%[activator]	5%
CC(C#N)Sc1ncnc2sc3c(c12)CCC3 (configuration not stated)	-2	-25	7%	-8%
COc1cc(OC)c(C(=O)Oc2ccc3c(c2)OCO3)cc1OC	1	-1	10%	2%
COc1ccc(/C=N/NC(=O)CCc2n[nH]c(=O)[nH]c2=O)cc1OC	8	81	/	7%
COc1ccc(CCn2c(=S)[nH]c3cc(C(=O)NCc4ccco4)ccc3c2=O)cc1OC	5	20	?	-7%

Rewritten field by field: entries from further up
COc1cc(OC)c(C(=O)Oc2ccc3c(c2)OCO3)cc1OC
- IMPase cell inh = 1
- PNC assembly inh = -1
- 15-hLO-2 inh = 10%
- ALOX12 inhib = 2%
COc1ccc(/C=N/NC(=O)CCc2n[nH]c(=O)[nH]c2=O)cc1OC
- IMPase cell inh = 8
- PNC assembly inh = 81
- 15-hLO-2 inh = /
- ALOX12 inhib = 7%
COc1ccc(CCn2c(=S)[nH]c3cc(C(=O)NCc4ccco4)ccc3c2=O)cc1OC
- IMPase cell inh = 5
- PNC assembly inh = 20
- 15-hLO-2 inh = ?
- ALOX12 inhib = -7%

(next part)
Compound	IMPase cell inh	PNC assembly inh	15-hLO-2 inh	ALOX12 inhib
CCOC(=O)C(Oc1ccc2c(-c3ccccc3)cc(=O)oc2c1)c1ccccc1 (configuration not stated)	/	?	/	0%
O=C(CCCNC(=O)/C(=C/c1ccccc1F)NC(=O)c1ccccc1)OCc1ccccc1	12	-6	/	2%
CN1CCN(c2ccccc2NC(=O)c2cc3ccccc3o2)CC1	5	64	/	10%
O=C(Nc1cccnc1)C1CCCN1S(=O)(=O)c1ccc(Cl)c(Cl)c1 (configuration not stated)	-3	28	2%	-6%
CCc1nnc(NC(=O)CSc2ncc(-c3ccccc3)[nH]2)s1	5	?	-4%	7%
O=C(c1ccncc1)N1CCC[C@@]2(CCN(Cc3ccccc3)C2)C1	/	/	0%	-2%
O=C(COC(=O)c1cnccn1)Nc1ccc2c(c1)OCO2	-12	?	-2%	-3%
Cc1ccc(OCCSc2nnc(-c3ccncc3)n2C)cc1	4	9	-5%	-1%
Fc1cccc(-c2oncc2-c2nnnn2-c2ccc(Cl)cc2)c1	-2	27	/	13%
Nc1c(-c2ccccc2)nc(Cl)nc1-c1ccccc1	7	13	-1%	-1%

Following part.
Compound	IMPase cell inh	PNC assembly inh	15-hLO-2 inh	ALOX12 inhib
Cc1ccc(CNC(=O)N[C@@H](Cc2ccccc2)C(=O)O)cc1	/	52	/	9%
O=C(Nc1nnc(CSCc2ccc(F)cc2)s1)c1ccc([N+](=O)[O-])cc1	/	-96*	/	1%
O=C(N/N=C/C1C(c2ccccc2)C1(Cl)Cl)c1cccc(Cl)c1 (configuration not stated)	3	4	/	4%
CC1=NN(c2ccc(C)cc2)C(=O)/C1=C\c1ccc(Br)s1	/	-27	/	-2%
C/C(=N\Nc1cc(Cl)nc(C)n1)c1ccccc1	14	24	13%	1%
COc1cccc(Nc2nc3ccccc3n3nnnc23)c1	-11	-19	-1%	-9%
COC(=O)c1cn(C)c2ccc(S(=O)(=O)N3CCCC3)cc2c1=O	-9	-109*	-16%	-3%
COc1ccc(C(=O)N2CCC3(CC2)CN(c2cccc(-c4ccccc4)c2)C3)cc1	/	/	18%	-6%
COc1ccc(Cl)c(S(=O)(=O)N2CCCC2)c1	2	-27	2%	-1%
Cc1cc(=O)n2nc(N3CCCC(C(=O)N4CCN(C)CC4)C3)sc2n1 (configuration not stated)	-1	240	/	5%

(further entries)
Compound	IMPase cell inh	PNC assembly inh	15-hLO-2 inh	ALOX12 inhib
CC(C)[C@H](NC(=O)c1ccccc1)C(=O)OCC(=O)N1CCCc2ccccc21	/	2	/	-2%
Cc1cc(C(=O)NCCCn2ccnc2)sc1-c1ccccc1	1	41	51%[activator]	3%
COC(=O)c1ccccc1NC(=O)c1ccc(COc2ccc(C)c(C)c2)o1	14	-17	-2%	3%
COc1cccc(CN(Cc2cccnc2)S(=O)(=O)c2ccc(-n3cnnn3)c(C)c2)c1OC	?	-3	14%	-10%
COc1ccc(C(=O)NC2CCCCCC2)cc1S(=O)(=O)Nc1ccc(Br)cc1	3	-29	-2%	?
CC1=CC(C)(C)C(C(=O)O)C(C(=O)O)C1 (configuration not stated)	7	10	5%	6%
COc1ccc(C(=O)Nc2cc3c(cc2C#N)OCO3)cc1S(=O)(=O)N1CCN(C)CC1	6	-16	/	1%
COc1ccc(OC)c(NC(=O)c2ccccc2SC)c1	5	-16	-7%	-1%
Cc1c([N+](=O)[O-])c([N+](=O)[O-])nn1CC(=O)N1CCCCC1	/	-22	/	-1%
COc1cc([N+](=O)[O-])ccc1N/C=C/C(=O)c1cccs1	6	12	-13%	-1%

Remaining list, next part
Compound	IMPase cell inh	PNC assembly inh	15-hLO-2 inh	ALOX12 inhib
O=C(CSc1nc2ccccc2n1CC(=O)N1CCCC1)Nc1ccc2c(c1)OCO2	4	16	-1%	-3%
Cc1ccc(C(C)C)c(OCC(=O)N2CCOCC2)c1	9	6	-9%	6%
O=C(NCCc1ccccc1F)/C(=C/c1cccnc1)NC(=O)c1ccccc1	/	56	/	-3%
COc1ccccc1-c1nc(NCc2cnc(C)cn2)c2ccccc2n1	/	/	?	?
CCOC(=O)c1ccc(NC(=O)C2(c3ccccc3)CCCC2)cc1	6	21	-5%	-6%
CCOC(=O)c1sc(N2N=C(C)/C(=C\c3ccc(OCC(=O)OC)cc3)C2=O)nc1C	-3	12	/	2%
Cc1ccc(CN(C(=O)c2ccco2)C(C(=O)NC2CCCC2)c2ccc(N3CCOCC3)cc2)cc1 (configuration not stated)	/	20	/	-6%
CC1(C)CC(=O)C2=C(C1)NC(=O)CC2c1cccc(F)c1 (configuration not stated)	5	72	2%	2%
COc1ccc(C2CC(c3cccs3)=NN2C(=S)Nc2ccccc2)cc1OC (configuration not stated)	9	15	/	-7%
O=C(CSc1nnc(Cn2c(=O)sc3ccccc32)n1-c1ccccc1)N1CCCCCC1	-5	?	/	3%

Other compounds.
Compound	IMPase cell inh	PNC assembly inh	15-hLO-2 inh	ALOX12 inhib
Cc1c(C(=O)O)sc(=S)n1CCOc1ccccc1	11	-3	-16%	-8%
Cc1ccc(N/C=C/C(=O)C(C)(C)C)c(O)c1	2	-8	-16%	-25%
Cc1cccc(NC(=S)N(CCN(C)C)Cc2cc3cccc(C)c3[nH]c2=O)c1	-3	-100*	/	-2%
COc1ccc(C(=S)Nc2ccccc2)cc1	-6	?	-8%	-11%
CCN(CC)c1nc2ccccc2nc1C(C#N)C(=O)NCCCOC (configuration not stated)	4	?	-8%	-12%
Cc1cc(=O)[nH]c(-n2nc(C)cc2C)n1	-3	19	11%	-11%
Cc1ccc(-n2c(C)cc(C)c(C#N)c2=O)cc1Cl	2	?	4%	-3%
C=CCc1ccccc1OCC(O)CN1CCN(c2ccccc2F)CC1 (configuration not stated)	-3	-25	59%[activator]	-12%
O=C(c1cccnc1)N1C2C=CC(C2)C1(C(F)(F)F)C(F)(F)F (configuration not stated)	4	18	4%	-2%
CCNc1ccc(C2(O)C(=O)c3ccccc3C2=O)cc1	/	-28	/	18%

Going on with the list:
Compound	IMPase cell inh	PNC assembly inh	15-hLO-2 inh	ALOX12 inhib
CC(=O)COc1ncn(-c2ccccc2)n1	4	18	13%	-1%
CC1Cc2ccccc2N1CC(=O)c1c(N)n(Cc2ccccc2)c(=O)n(C)c1=O (configuration not stated)	-8	3	/	3%
CCc1c(C)nc2ncnn2c1N1CCC(C(=O)Nc2ccc(C)cc2)CC1	2	16	-7%	-9%
CCCCOc1ccc(C(=O)N/C(=C\c2ccc(OC)cc2)C(=O)OCc2ccco2)cc1	10	22	-7%	-5%
CCCCCNC(=O)c1cccnc1SCC(=O)Nc1ccccc1OC	-11	-119*	/	-1%
CCN1CCCC1Cn1c(-c2ccccc2)nc2c(NCc3ccccc3)nc(C)nc21 (configuration not stated)	/	/	28%	-3%
CNc1nc2sc3c(c2c(=O)n1C)CC(C)(C)SC3	-2	-21	2%	1%
O=C(NCC(c1ccco1)N1CCN(c2ccccc2F)CC1)OCc1ccccc1 (configuration not stated)	10	0	/	-5%
O=C(Nc1n[nH]c(C2CCCCC2)n1)C1CCCCC1	-1	-1	31%[activator]	4%
CCOC(=O)N/N=C/c1c(F)cccc1F	/	?	/	0%

Continued.
Compound	IMPase cell inh	PNC assembly inh	15-hLO-2 inh	ALOX12 inhib
Cc1ccc(S(=O)(=O)c2nc(C(C)(C)C)oc2N2CCOCC2)cc1	1	17	-3%	9%
Cc1c(NC(=O)Nc2c(Cl)cccc2Cl)c(=O)n(-c2ccccc2)n1C	/	/	-9%[11.4 µM]	-4%[11.4 µM]
O=c1c(-c2ccc(F)cc2)nc2cnc(N3CCOCC3)nc2n1C[C@H]1CCCO1	/	/	-1%	-1%
CCOc1cc2[nH]c(=O)n(CCC(=O)NCCc3ccc(OC)c(OC)c3)c(=O)c2cc1OCC	15	?	/	2%
Cc1cc(N2CCOCC2)nc(-c2ccc([N+](=O)[O-])cc2)n1	3	71	3%	9%
O=C(N/N=C/c1cc2c(cc1Cl)OCO2)c1ccncc1	/	18	/	-18%
Oc1ccccc1-c1nnc(-c2ccc(C(F)(F)F)cc2)o1	2	19	2%	-9%
O=C(CSc1nnc(SCc2ccc(Cl)cc2)s1)N1CCOCC1	1	-16	-3%	-8%
CC(=O)c1cccc(NC(=O)C2CCCN(S(=O)(=O)c3ccccc3)C2)c1 (configuration not stated)	-12	?	-1%	1%
COc1cccc(C2C3=C(CCCC3=O)Nc3nc(-c4cc(OC)c(OC)c(OC)c4)nn32)c1 (configuration not stated)	11	10	5%	-2%

The list goes on:
Compound	IMPase cell inh	PNC assembly inh	15-hLO-2 inh	ALOX12 inhib
Cc1ccccc1Oc1nc2ccccn2c(=O)c1/C=C(\C#N)C(=O)Nc1c(C)n(C)n(-c2ccccc2)c1=O	1	?	/	-4%
COc1ncnc2sc(-c3ccccc3)cc12	2	13	4%	-6%
Clc1ccc(Cn2c(-c3cccnc3Cl)nc3ccccc32)cc1	5	0	20%	-7%
Clc1ccc(-c2csc(=Nc3cccnc3)n2CCCn2ccnc2)cc1Cl	/	77	/	0%
CCOC(=O)c1cnc(SCc2nc(N)nc(Nc3ccccc3)n2)nc1N	5	-123*	4%	-2%
Oc1ccc(F)cc1-c1cc(-c2ccc3c(c2)OCCO3)n[nH]1	4	8	0%	?
O=C(COC(=O)/C=C/c1ccco1)Nc1cccc([N+](=O)[O-])c1	-17	-28	/	-3%
Cc1cc(C)n(-c2ccc(C(=O)NC(C)C)cc2)n1	5	-2	1%	-6%
Cc1nn(-c2ccccc2)c(Cl)c1C(=O)N(C)c1nc(-c2ccc(F)cc2)cs1	8	?	/	-4%
Cc1ccc(CC2CC(=O)N(CC(=O)O)C2=O)cc1 (configuration not stated)	-8	?	/	2%
CCCC(=O)c1ccc(N2CCOCC2)c(F)c1	0	-14	-6%	-2%
CCn1c(SCC(=O)Nc2ccc(N3CCOCC3)c(Cl)c2)nnc1-c1ccc(N)cc1	3	6	-14%	0%
